Source: PubChem (NMMLSC)
Myeloid diff 2 = induction of myeloid progenitor differentiation, primary screen, cell-based, flow cytometry, MLPCN library | calls only at 10 µM | hit rate 1% among 360,000 | ER-HoxA9 myeloid progenitors, lysozyme-GFP differentiation;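 active means normalized GFP-positive differentiation at or above the plate's own cutoff, the solvent-only control mean plus 3 SD; inconclusive means no clear call, values can overlap the other calls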;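 further: cells exposed to compound for four days before flow analysis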
Myeloid diff 2 GFP+ MAC1+ % = recorded beside Myeloid diff 2, whose call it bears; GFP+ MAC1+ double positive, %; measured here: differentiation confirmed by MAC1 staining
Numbers without * were called inactive; i = inactive; ? = inconclusive; . = no result given.

A first look (4 entries):
Order of results – Myeloid diff 2 GFP+ MAC1+ % | Myeloid diff 2
> Oc1cccc2cc(-c3ccncc3)cnc12
    0.7 | i
> CCN(C(=O)CN1C(=O)NC2(CCCC2)C1=O)c1nc2c(C)cccc2s1
    1.0 | i
> CC(=O)NC(c1ccc(F)c(F)c1)c1nc(-c2ccc(C)c(C)c2)cs1 (stereo not given)
    2.4 | i
> CN(CCc1ccccc1)C(=O)c1ccc(NC(=O)Cc2ccc(NC(=O)C3CCN(C(=O)C4CCC4)CC3)cc2)cc1
    0.4 | i

This part in full (from the top)
Order of results – Myeloid diff 2 GFP+ MAC1+ % | Myeloid diff 2
> Oc1cccc2cc(-c3ccncc3)cnc12
    0.7 | i
> CCN(C(=O)CN1C(=O)NC2(CCCC2)C1=O)c1nc2c(C)cccc2s1
    1.0 | i
> CC(=O)NC(c1ccc(F)c(F)c1)c1nc(-c2ccc(C)c(C)c2)cs1 (stereo not given)
    2.4 | i
> CN(CCc1ccccc1)C(=O)c1ccc(NC(=O)Cc2ccc(NC(=O)C3CCN(C(=O)C4CCC4)CC3)cc2)cc1
    0.4 | i
> CC(C)c1ccc(NC(=O)Nc2nc(C(N)c3ccccc3Cl)cs2)cc1 (stereo not given)
    0.7 | i
> COC(OC)C1Nc2ccccc2C(=O)N1c1ccc(F)cc1 (stereo not given)
    0.8 | i
> CCC(CC)NC(=O)CN1CCN(S(=O)(=O)c2ccc(Br)s2)CC1
    1.7 | i
> CC(OC(=O)c1cccc(N(C)C)c1)C(=O)N1CCc2ccccc2C1 (stereo not given)
    1.4 | i
> CCCc1c(C(=O)N/N=C/c2c[nH]c3ccccc23)nnn1-c1nonc1N
    1.5 | i
> COc1cccc(-c2cc(CNC(=O)[C@H]3O[C@@H](n4ccc(N)nc4=O)[C@H](O)[C@@H]3O)no2)c1
    2.0 | i
> COc1ccc(Cl)cc1C(=O)NNC(=O)COC(=O)c1ccc(Br)o1
    0.9 | i
> O=C(CC1c2ccccc2C=C(c2ccsc2)N1c1ccc(-c2cccnc2)cc1)C1CC1 (stereo not given)
    0.8 | i
> COC(=O)[C@]12CCCCC=C1N(Cc1ccc(Cl)cc1Cl)C(=O)[C@H](CC(=O)NCc1cccs1)C2
    0.8 | i
> O=C(C[n+]1ccc2ccccc2c1)c1ccc2ccc3ccccc3c2c1
    1.4 | i
> CCc1ccc(OC2(C)CCN(Cc3ccc4c(c3)OCCO4)C2)cc1 (stereo not given)
    2.9 | i
> CC(=O)NC(c1cccc(F)c1)c1nc(-c2ccoc2)cs1 (stereo not given)
    0.5 | i
> Cc1ccc(CN(C)C[C@@H]2OCc3cnnn3CCCC(=O)N([C@@H](C)CO)C[C@H]2C)cc1
    0.5 | i
> NC(=O)c1ccc(-c2ccc(N3C(c4ccsc4)=Cc4ccc(F)cc4C3CC(=O)c3ccco3)cc2)cc1 (stereo not given)
    1.2 | i
> COC(=O)C1C(=O)N(S(=O)(=O)c2ccc([N+](=O)[O-])cc2)c2ccccc21 (stereo not given)
    2.7 | i
> CCOC(=O)C1(C)CCCN(C(=O)c2ccc(OC(F)F)cc2)C1 (stereo not given)
    0.8 | i
> CCOC(=O)C1=CCN(S(=O)(=O)c2ccccc2Cl)C1c1ccccc1 (stereo not given)
    0.5 | i
> COc1ccc([C@H]2N[C@]3(CCCN(CC4CCCCC4)C3=O)[C@H]3C(=O)N(C)C(=O)[C@@H]23)cc1
    0.7 | i
> CCOc1cc(C)nc(N2CCC(C(=O)NCC3CCCO3)CC2)n1 (stereo not given)
    0.9 | i
> CC1(C(=O)NS(C)(=O)=O)CCN1C(=O)C/C=C/c1ccccc1 (stereo not given)
    0.6 | i
> O=C(CC1OC(=O)c2ccccc21)Nc1cc(Cl)ccc1N1CCOCC1 (stereo not given)
    0.4 | i
> COc1cc(CC(CC(=O)c2ccc3c(c2)OCO3)C(=O)O)cc(OC)c1OC (stereo not given)
    0.9 | i
> OCC1OC2C(NC(=S)N2c2ccccc2)C(O)C1O (stereo not given)
    0.6 | i
> Cc1ccc(C2C(C(=O)c3sc(-c4ccccc4)nc3C)=C(O)C(=O)N2CCN(C)C)o1 (stereo not given)
    0.8 | i
> N#Cc1cccc(-c2csc(C(O)c3ccc(F)cc3)n2)c1 (stereo not given)
    0.5 | i
> CCOC(=O)[C@]12CCC=C1N(Cc1cccc3ccccc13)C(=O)[C@H](CC(=O)N1CCCC1)C2
    0.9 | i

One compound at a time (already shown). Screens in order: Myeloid diff 2 GFP+ MAC1+ %, Myeloid diff 2
Profile of CCOc1cc(C)nc(N2CCC(C(=O)NCC3CCCO3)CC2)n1 (stereo not given) = 0.9, i
Profile of Cc1ccc(CN(C)C[C@@H]2OCc3cnnn3CCCC(=O)N([C@@H](C)CO)C[C@H]2C)cc1 = 0.5, i
Profile of O=C(CC1c2ccccc2C=C(c2ccsc2)N1c1ccc(-c2cccnc2)cc1)C1CC1 (stereo not given) = 0.8, i
Profile of NC(=O)c1ccc(-c2ccc(N3C(c4ccsc4)=Cc4ccc(F)cc4C3CC(=O)c3ccco3)cc2)cc1 (stereo not given) = 1.2, i

The list goes on:
Order of results – Myeloid diff 2 GFP+ MAC1+ % | Myeloid diff 2
> CCN(CC)C(=O)C1=C(C)N(Cc2ccccc2)C(=O)C(CC(=O)NC(c2ccccc2)c2ccccc2)C1 (stereo not given)
    1.3 | i
> COc1ccc(NS(=O)(=O)c2cc3c4c(c2)CCN4C(=O)CC3)c(OC)c1
    0.9 | i
> CNC(=O)C1CN(C(=O)c2cccc(S(=O)(=O)N3CCc4ccccc43)c2)c2ccccc2O1 (stereo not given)
    2.5 | i
> CCOC(=O)N(C)c1c(CC)nc2c(OCCOc3ccccc3)cccn12
    1.7 | i
> CC(=O)C[C@@H](O)CC(=O)[C@H]1OC(=O)[C@H](C)CCCCc2ccccc21
    0.5 | i
> CC(=Nc1ccccc1)C1=C(O)C(Cc2ccccc2)NC1=O (stereo not given)
    . | ?
> CC(/C=C/c1ccc(O)cc1)=NNc1ccccc1
    0.7 | i
> O=C1OC[C@@H]2CCCN2C(=O)[C@H](CC(=O)N(CCO)Cc2ccccc2)C/C=C\CC[C@@H]1Cc1ccc(F)cc1
    1.6 | i
> CC1CC(OC(=O)c2ccccc2C(=O)c2ccc(Cl)cc2)C(=O)O1 (stereo not given)
    0.7 | i
> CCOC(=O)C1=CCC(c2ccccc2)N(S(=O)(=O)c2ccccc2)C1 (stereo not given)
    0.8 | i
> O=c1ccc(=O)n(CCc2ccccn2)[nH]1
    2.4 | i
> CSc1ncnc2[nH]ncc12
    1.1 | i
> O=C(O)C(Cc1c[nH]c2ccccc12)NS(=O)(=O)c1ccc(F)cc1 (stereo not given)
    0.9 | i
> CC1CCCCN1N=Nc1nc2c([nH]1)c(=O)n(C)c(=O)n2C (stereo not given)
    1.1 | i
> CSCCC(NC(=O)c1cc(S(=O)(=O)N2CCOCC2)ccc1C)c1nc2ccccc2[nH]1 (stereo not given)
    0.5 | i
> COc1ccc(C(=O)C(C)OC(=O)CN2C(=O)c3ccccc3C2=O)cc1 (stereo not given)
    0.7 | i
> O=C(CN1CCN(c2ccc(O)cc2)CC1)Nc1ccc(S(=O)(=O)N2CCCC2)cc1
    1.4 | i
> CCN(CC)CCN1CCN(c2cncc(-c3ccc4ccccc4c3)n2)CC1
    2.4 | i
> C[C@H](CO)N1C[C@H](C)[C@H](CN(C)Cc2cncnc2)Oc2cc(Br)ccc2S1(=O)=O
    1.0 | i
> COc1ncc(-c2ccc(N3C(c4ccsc4)=Cc4ccc(F)cc4C3CC(=O)c3ccco3)cc2)cn1 (stereo not given)
    0.5 | i
> Cc1cc([N+](=O)[O-])ccc1P(=O)(O)c1ccc([N+](=O)[O-])cc1C
    0.5 | i
> COc1ccc(CN2C(=O)C(CC(=O)NCCCCc3ccccc3)CC(C(=O)N(C(C)C)C(C)C)=C2C)cc1 (stereo not given)
    0.7 | i
> O=S(=O)(Nc1ccc(C(O)(C(F)(F)F)C(F)(F)F)cc1)c1cccc2cccnc12
    1.4 | i
> CC1CCCCC1NC(=O)COC(=O)COc1ccccc1F (stereo not given)
    0.2 | i
> COc1ccc(C2CC(c3cccc(Br)c3)=NN2c2ccc(S(N)(=O)=O)cc2)cc1 (stereo not given)
    0.5 | i
> Cc1cc(C)c(NS(=O)(=O)c2ccccc2)c(C)c1
    0.6 | i
> CC1=C(C(=O)Nc2ccccc2C(=O)N2CCN(c3ccccc3)CC2)SCCO1
    1.6 | i
> O=C(Cn1cc(C(F)(F)F)ccc1=O)N1CCCc2ccccc21
    0.7 | i
> N#Cc1ccc(-c2nc3ccc(Br)cn3c2Cc2cccc(Cl)c2)cc1
    0.6 | i
> CCc1nc2ccc(C(=O)N3CCN(C(=O)c4ccco4)CC3)cn2c1N(C)C(=O)c1cccc(OC)c1
    1.4 | i

Next compounds
Order of results – Myeloid diff 2 GFP+ MAC1+ % | Myeloid diff 2
> COCCN=C(NS(=O)(=O)c1cccs1)c1ccccc1Cl
    1.0 | i
> O=C(NCc1ccccn1)c1cccc(S(=O)(=O)N2CCc3ccccc32)c1
    0.9 | i
> Nc1nc(N)c(N=Nc2ccccc2)c(=O)[nH]1
    . | ?
> CCCN(CCC)Cc1cc(=O)oc2cc(OC)ccc12
    0.0 | i
> Cc1ccc(C(=O)NCC(=O)OCC(=O)N(CC(C)C)c2c(N)n(Cc3ccccc3)c(=O)[nH]c2=O)s1
    1.6 | i
> COc1ccc2nc(-c3ccccc3)[nH]c(=O)c2c1
    1.0 | i
> Cc1ccc(S(=O)(=O)N2C[C@H]3N(C(=O)OC(C)C)N(C(=O)OC(C)C)C[C@H](OC(=O)Nc4cccs4)[C@@]3(O)C2)cc1
    1.9 | i
> O=C(C(=O)N1CCC(Cc2ccccc2)CC1)c1cccs1
    1.6 | i
> O=C(Nc1ccc(Cl)cc1)c1csc([C@@H]2O[C@H](CO)[C@H](O)[C@H](O)[C@H]2O)n1
    0.8 | i
> CCOCCCNC(=O)Cn1cc2c(n1)-c1c(oc(C(=O)N3CCCC3)c1C)CC2
    0.5 | i
> Cc1cccc(C)c1-n1nnnc1C1c2ccccc2C(=O)N1CCC(C)C (stereo not given)
    1.2 | i
> CCOC(=O)C1=CN(Cc2cccc(F)c2)S(=O)(=O)N(CC)C1c1cccc(OC)c1 (stereo not given)
    0.6 | i
> Cc1ccc(OCCC(=O)NNC(=O)c2ccncc2)cc1
    0.3 | i
> CCC(=O)N1CCCC(C(=O)NS(=O)(=O)c2cc(C)c(Cl)cc2C)CC1 (stereo not given)
    0.6 | i
> O=C1OC[C@H]2CCCN2C(=O)[C@@H](CC(=O)N(CCO)Cc2ccccc2)C/C=C\C[C@H]1Cc1ccc(F)cc1
    0.8 | i
> CCc1nc2c(OCC3COc4ccccc4O3)cccn2c1N(C)C(=O)c1ccccc1F (stereo not given)
    0.7 | i
> O=C(COC(=O)c1ccco1)NC12CC3CC(CC(C3)C1)C2
    0.7 | i
> S=C1NCCN1CC1CCN(CCCC2CCCC2)CC1
    1.4 | i
> NCc1csc(NC(=O)Nc2cccc(C(F)(F)F)c2)n1
    1.0 | i
> CCN(C(=O)COC(=O)C(c1ccccc1)c1ccccc1)c1c(N)n(Cc2ccccc2)c(=O)[nH]c1=O
    0.8 | i
> CC(C)(C)Cc1c(C2CCCCC2)nc2ccc(Br)cn12
    0.7 | i
> CSc1ccc(-c2ccc3c(c2)c(Sc2ccccc2)c(-c2ccccc2)n3C)cc1
    1.0 | i
> O=C1OC(c2ccccc2)=CC1=Cc1ccccc1O
    1.1 | i
> Cc1cc(C(=O)Nc2cc(S(C)(=O)=O)ccc2Cl)c(C)o1
    0.6 | i
> O=C(COC(=O)c1cccc(Cl)c1)Nc1cc(S(=O)(=O)N2CCOCC2)ccc1N1CCOCC1
    0.8 | i
> CO[C@@H]1[C@@H](OC(N)=O)[C@@H](O)[C@H](Oc2ccc3c(O)c(NC(=O)c4ccc(O)c(CC=C(C)C)c4)c(=O)oc3c2C)OC1(C)C
    3.3 | i
> CO[C@@H]1CN(C)C(=O)c2ccc(NS(=O)(=O)c3c(C)noc3C)cc2OC[C@@H](C)NC[C@@H]1C
    1.1 | i
> COc1ccc(CNc2nn3c(-c4cccc(C(=O)N(C)C)c4)cnc3s2)cc1
    0.9 | i
> CCCCn1nnnc1C(c1ccccc1)N1CCN(CC)CC1 (stereo not given)
    1.2 | i
> CCCn1c(=O)c(C(=O)Nc2ccccc2N)c(O)c2ccccc21
    0.3 | i

New compounds follow
Order of results – Myeloid diff 2 GFP+ MAC1+ % | Myeloid diff 2
> CC(=O)Nc1cccc(C(=O)NN2C(=O)NC3(CCC(C)CC3)C2=O)c1 (stereo not given)
    0.5 | i
> CC(=O)Nc1ccc(Cl)cc1C(=O)c1ccc[nH]1
    0.9 | i
> O=C(Cn1cc(C(=O)C(=O)N2CCOCC2)c2ccccc21)Nc1cccc(C(F)(F)F)c1
    1.5 | i
> CCOC(=O)C1(C(=O)OCC)C(C)CC(=O)N1c1ccccc1OC (stereo not given)
    0.6 | i
> O=S1(=O)N[C@@H](Cc2ccccc2)COc2cc(N3CCC[C@H]3CO)ccc21
    0.9 | i
> Cc1cc(NC(=O)C(C)Sc2nc(-c3cccs3)nc3ccccc23)no1 (stereo not given)
    0.2 | i
> O=C(NCC1CCCO1)c1[nH]c(C(F)(F)F)nc1-c1ccccc1 (stereo not given)
    1.0 | i
> CC(=O)OC[C@@H]1CN(Cc2ccccc2)C[C@H](n2cnc3c(NC4CCC4)ncnc32)O1
    0.4 | i
> Cc1ccc2c(CN3CCN(c4ccccc4)CC3)cc(=O)oc2c1
    1.0 | i
> CCCCC(=O)N(C)c1c(C)nc2ccc(C(=O)N3CCN(c4ccccc4)CC3)cn12
    1.3 | i
> C[C@]12CC[C@H](O)CC1=CCC1C2CC[C@@]2(C)C1CC[C@@H]2NC(=O)CCC(=O)O (stereo not given in full)
    0.8 | i
> O=C(CC(=O)OCc1ccccc1)OCc1ccccc1
    3.8 | i
> Cc1c(C(=O)NC(C)c2ccccn2)oc2c(Cl)cccc12 (stereo not given)
    1.3 | i
> O=C(c1cc(Br)c(Br)s1)N1CCc2ccccc2C1
    0.2 | i

A portion of the library; count on the stated rates, not on these rows.
